Screening results from PubChem.
GLP-1R inv ag: inverse agonists of human GLP-1 receptor. P43220. HEK293 GLP-1R CRE-luciferase, luminescence, 24 h; GLP-1R form is constitutively active. Potency, µM (doses to about 38.3 µM), for the others: at the highest dose activity change, negative = inhibition, actives largely listed as inhibitors. actives 1.6% (n = 410,000). AID 624417; also: potency is read from the fitted curve at half-maximal effect; % is scaled to controls: 0 for no effect and ±100 for the full control effect; nearly all actives have a fitted effect of over 55% in size
Target sequence (P43220 whole entry, looked up): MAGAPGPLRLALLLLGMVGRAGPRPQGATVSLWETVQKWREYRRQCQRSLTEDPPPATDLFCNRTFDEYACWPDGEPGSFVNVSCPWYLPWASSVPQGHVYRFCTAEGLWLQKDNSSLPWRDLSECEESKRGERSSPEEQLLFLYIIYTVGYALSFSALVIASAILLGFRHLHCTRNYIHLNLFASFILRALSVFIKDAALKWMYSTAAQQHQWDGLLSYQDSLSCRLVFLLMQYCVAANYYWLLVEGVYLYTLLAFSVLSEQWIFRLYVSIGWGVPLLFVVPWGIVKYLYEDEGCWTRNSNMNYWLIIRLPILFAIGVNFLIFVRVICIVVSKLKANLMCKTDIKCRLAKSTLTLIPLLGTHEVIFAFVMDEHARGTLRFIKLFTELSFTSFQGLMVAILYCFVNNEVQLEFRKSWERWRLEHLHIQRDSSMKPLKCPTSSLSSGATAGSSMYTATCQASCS
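Seeding at 200 cells/uL, 12 h culture, 24 hr compound treatment, then luciferase reagent and a luminescence read; cells are HEK293 stably expressing a constitutively active GLP-1R plus cAMP-responsive luciferase.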
TDP43 rescue: inhibitors of TDP-43 toxicity in yeast; actives 1.8% (n = 410,000); AID 652104; TDP-43 expressing yeast growth rescue, BacTiter-Glo, 24 h; Potency, µM (series often up to 46.1 µM), without a hit: at the highest dose growth rescue (activation), usual class: activators; also: potency is read from the fitted curve at half-maximal effect; % of control where 0% means no effect; nearly all actives have a fitted effect of over 50% in size
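Yeast expressing TDP-43 (pregrown in raffinose, seeded at OD600=0.02 in galactose medium) exposed to compounds 24 hr at 30 deg C. Growth read by BacTiter-Glo luminescence; rescue of toxicity appears as increased signal.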
pAkt inh: blocks phosphorylation of Akt; Neuro2A IGF-stimulated pAkt S473 HTRF, 20 min; hits give low values; activity change, % for hits at 50 µM; actives 0.32% (n = 360,000); in the data active = activity change below about -80%; inconclusive = mostly about -51% to -80%; also: % is scaled to controls: 0 for no effect and ±100 for the full control effect
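Neuro2A cells in DMEM with 0.5% FBS, overnight at 37 deg C, given compound at single 50 µM final, then IGF (6 nM final) for 20 min at 37 deg C. Lysed; phospho-Akt Ser473 by HTRF after 24 h, 665/615 ratio.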
MmCpn inh: inhibitors of Methanococcus maripaludis chaperonin (MmCpn). actives 0.031% (n = 330,000). purified Mm-Cpn ATPase, ADP Transcreener TR-FRET. Potency, µM (top dose mostly 76.9 µM), for inactives: top-dose activity, negative = inhibition, hits mostly inhibitors. AID 504842; also: potency is read from the fitted curve at half-maximal effect; % is scaled to controls: 0 for no effect and ±100 for the full control effect; nearly all actives have a fitted effect of over 80% in size
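Reaction buffer contained 30 mM Tris pH 7.4, 100 mM KCl, 5 mM MgCl2 and 1 mM DTT. Mm-CPN (25 nM final) hydrolysed 10 uM ATP over 30 min at 37°C; ADP was read by HTRF.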
Abeta yeast res: restores growth of yeast expressing A-beta42 peptide. yeast expressing A-beta42, growth rescue, OD600, 48 h; response scale: 0% DMSO, 100% iron-clioquinol control. Potency, µM (top dose mostly 46.1 µM), without a hit: top-dose growth rescue, hits mostly activators. actives 0.063% (n = 410,000). AID 1347071; also: potency is read from the fitted curve at half-maximal effect; nearly all actives have a fitted effect of over 55% in size
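Growth rescue measured by 600 nm absorbance after 48 h yeast culture at 30 C with compound. Values normalized between DMSO and an equimolar ferric chloride plus clioquinol control.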
aSyn yeast inh: alpha-synuclein toxicity inhibition in yeast; Potency, µM (titrated, usually from 46.1 µM), without a hit: at the highest dose growth rescue (activation), hits mostly activators; Yeast expressing alpha-synuclein, growth rescue, BacTiter-Glo, 24 h; actives 0.14% (n = 370,000); also: potency is read from the fitted curve at half-maximal effect; % of control where 0% means no effect; nearly all actives have a fitted effect of over 65% in size
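Galactose-induced alpha-syn yeast (OD600=0.02, raffinose-pregrown) + pinned cpd, 24 hr, 30 deg C; growth by BacTiter-Glo luminescence. Growth restoration scores as activation.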
HEK293 tox: cytotoxic in the GLP-1 receptor inverse agonist counter-screen | AID 624418 | HEK293 cAMP-luciferase reporter cells, luminescence, 24 h | actives 0.13% (n = 410,000) | Potency, µM (titrated, usually from 38.3 µM), for inactives: top-dose activity change, negative = inhibition, usual class: inhibitors;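 also: loss of luciferase light is scored as toxicity; potency is read from the fitted curve at half-maximal effect; % is scaled to controls: 0 for no effect and ±100 for the full control effect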
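To flag toxic compounds, the library was rerun on cells for 24 hr at 37 deg C and 5% CO2. Viability-linked luminescence was captured 12 min after adding luciferase detection reagent.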
FUS yeast rescue: rescues growth of FUS-expressing yeast | S. cerevisiae FUS-expressing, growth rescue, OD600, 24 h | Potency, µM (top dose mostly 76.6 µM), for inactives: at the highest dose growth rescue (activation), actives largely listed as activators | actives 0.24% (n = 390,000) | AID 1347120;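 also: potency is read from the fitted curve at half-maximal effect; plate controls were DMSO vehicle for no effect and reference control for full effect; nearly all actives have a fitted effect of over 55% in size; some results filed as inactive show a strong effect at the top dose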
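Restored growth of FUS-toxic S. cerevisiae, read as 600 nm absorbance after 24 h at 30C in galactose medium (starting OD 0.005). Controls CP55940 and DMSO.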
PTHR1 agonist: activates the human parathyroid hormone receptor PTHR1; HEK293 GP2 PTHR1 cells, GloSensor cAMP luminescence, 1 h; Potency, µM (series often up to 115 µM), without a hit: top-dose activation, hits mostly activators; actives 0.075% (n = 410,000); also: potency is read from the fitted curve at half-maximal effect; nearly all actives have a fitted effect of over 55% in size; some results filed as inactive show a strong effect at the top dose; inactives centre near -15; many of its hits are not listed in these tables
Target sequence (Q03431 whole entry, looked up): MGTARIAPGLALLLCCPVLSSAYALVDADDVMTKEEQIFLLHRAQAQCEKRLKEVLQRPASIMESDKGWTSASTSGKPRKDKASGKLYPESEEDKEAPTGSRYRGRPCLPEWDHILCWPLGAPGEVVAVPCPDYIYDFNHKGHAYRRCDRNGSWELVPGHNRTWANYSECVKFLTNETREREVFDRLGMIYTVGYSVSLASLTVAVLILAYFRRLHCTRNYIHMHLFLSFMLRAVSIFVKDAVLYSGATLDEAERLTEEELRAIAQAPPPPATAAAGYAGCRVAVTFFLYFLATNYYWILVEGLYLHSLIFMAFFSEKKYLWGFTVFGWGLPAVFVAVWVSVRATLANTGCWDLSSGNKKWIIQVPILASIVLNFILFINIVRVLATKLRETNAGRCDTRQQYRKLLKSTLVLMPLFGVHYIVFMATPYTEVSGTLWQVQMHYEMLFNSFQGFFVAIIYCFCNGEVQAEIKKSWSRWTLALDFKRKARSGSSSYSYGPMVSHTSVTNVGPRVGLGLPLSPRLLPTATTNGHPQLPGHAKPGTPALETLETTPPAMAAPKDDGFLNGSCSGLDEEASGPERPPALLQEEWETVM
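HEK-293-derived GP2 cells expressing PTHR1 and a GloSensor cAMP reporter, 3,000/well, plated overnight, given luciferin plus IBMX (each 0.5 mM as added) for 1 h at 37 °C, then compound for 1 h at 37 °C. Luminescence was read after 15 min at room temperature.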
Active calls of the source: *; i = inactive; ? = inconclusive; nt = not tested or not shown; [ ] = another dose, or the depositor's remark. Unless noted, calls follow the shape of the dose curve; as a rule, active = well fitted curve in the direction sought with a large enough effect; inconclusive = small, poorly fitted or top-dose-only effect, or another doubt; inactive = no such curve, though single readings can be large; an effect the other way counts as inactive or inconclusive. A portion of the library (hit frequency here may not be typical).

SMILES	GLP-1R inv ag	TDP43 rescue	pAkt inh	MmCpn inh	Abeta yeast res	aSyn yeast inh	HEK293 tox	FUS yeast rescue	PTHR1 agonist
NC(=O)C1CCN(CC(=O)Nc2ccccc2C(=O)NC2CC2)CC1	-63%	15%	i	1%	4%	1%	-6%	-10%	-16%
O=C(COC(=O)C1CC1)Nc1cccc(Cl)c1	5%	9%	i	nt	-7%	-8%	23%	-22%	-24%
COc1ccc(CCNC(=O)COC(=O)/C=C/c2ccc(OC)cc2OC)cc1	-18%	19%	i	-2%	0%	0%	-2%	nt	-12%
C=CCc1cc(C=O)cc(OC)c1OCc1ccc(Cl)cc1	10µM*	7%	i	-1%	-7%	-7%	-5%	?	-24%
O=C(NC(Cc1ccccc1)C(=O)O)/C(=C/c1ccc(F)cc1)NC(=O)c1ccccc1 (stereo not drawn)	10%	-2%	i	3%	5%	1%	-1%	-4%	i
Cc1ccc(NC(=O)CCCNC(=O)c2ccc(Cl)cc2)cc1S(=O)(=O)N1CCOCC1	6%	0%	i	0%	6%	3%	-9%	nt	-7%
CCOc1cccc(C(=O)NC(=S)Nc2ccc(N3CCN(CC)CC3)cc2)c1	0%	0%	i	-14%	-24%	-5%	14%	31%	i
CCN(c1ccccc1)S(=O)(=O)c1ccc2c(c1)OCCO2	?	7%	i	2%	10%	9%[1.84 µM]	2%	22%	-5%
O=C(Nc1ccc(O)cc1)N1CCOCC1	13%	11%	i	1%	-12%	7%	-2%	-8%	i
COc1ccc(-c2c(C#CC(C)(C)O)c3ccccc3n2C)cc1	?	20%	i	-24%	0%	0%	-3%	32%	i
CC(C)NC(=O)COC(=O)Cn1[nH]c(=O)c2ccccc2c1=O	-11%	12%	i	0%	-5%	0%	0%	-37%	-51%[inhibitor]
Cc1ccc(Nc2ncc3c(=O)[nH][nH]c(=O)c3n2)cc1	-9%	-15%	i	nt	-2%	6%	3%	17%	-22%
COc1ccc(C2OC3=C(Nc4cc(C)c(C)cc4N3)C2=O)cc1 (stereo not drawn)	18%	9%	i	-8%	3%	0%	5%	-32%	-7%
CCOc1ccc(S(=O)(=O)N2CCCC(C(=O)NCc3ccccc3)C2)cc1 (stereo not drawn)	0%	11%	i	1%	5%	-2%	-7%	nt	-5%
Cc1ccc(N/C=C(\C2OC(=O)c3ccccc32)[N+](=O)[O-])c(C)c1 (stereo not drawn)	13%	-12%	i	1%	-3%	8%	-1%	-22%	-26%

2 entries drawn at random from the list so far:
SMILES	GLP-1R inv ag	TDP43 rescue	pAkt inh	MmCpn inh	Abeta yeast res	aSyn yeast inh	HEK293 tox	FUS yeast rescue	PTHR1 agonist
O=C(COC(=O)C1CC1)Nc1cccc(Cl)c1	5%	9%	i	nt	-7%	-8%	23%	-22%	-24%
CC(C)NC(=O)COC(=O)Cn1[nH]c(=O)c2ccccc2c1=O	-11%	12%	i	0%	-5%	0%	0%	-37%	-51%[inhibitor]

The list goes on.
SMILES	GLP-1R inv ag	TDP43 rescue	pAkt inh	MmCpn inh	Abeta yeast res	aSyn yeast inh	HEK293 tox	FUS yeast rescue	PTHR1 agonist
Nc1ccnn1Cc1cccnc1	0%	0%	i	1%	-1%	-2%	18%	12%	i
COc1ccc(CCn2c(=O)c3cccnc3n(CC(=O)Nc3c(C)cccc3C)c2=O)cc1OC	20%	18%	nt	nt	0%	nt	0%	-2%	-14%
CC12CCC(=O)N1C(C(=O)NNC(=O)c1ccc(Cl)cc1)CS2 (stereo not drawn)	-8%	7%	i	3%	-29%	2%	-10%	nt	i
Cc1cc(NC(=O)COC(=O)COc2ccc(Cl)c(C)c2)no1	15%	5%	i	nt	0%	2%	6%	-23%	-4%
O=C(Nc1cccc(C(F)(F)F)c1)c1cc(CN2CCOCC2)on1	-5%	5%	nt	nt	-9%	nt	-13%	-8%	i
COCc1ccc([C@@H]2C[C@H]3CN(Cc4ccccc4C)C(=O)[C@]34CCCN24)o1	-28%	15%	i	2%	11%	2%	-3%	-6%	-1%
COc1cc(C(=O)OCC(=O)NC2CCCCC2)cc2c1OCCO2	10%	-2%	i	-1%	-9%	1%	4%	-19%	i
O=C(O)c1cccc(-n2cccc2/C=N/O)c1	4%	0%	-109%*	0%	-10%	-4%	-6%	4%	i
O=C(Nc1ncc([N+](=O)[O-])s1)C1COc2ccccc2O1 (stereo not drawn)	-28%	-92%[inhibitor]	i	-2%	-93%[inhibitor]	-71%[inhibitor]	?	8%	-26%
CCOC(=O)c1c(-c2ccccc2)csc1NC(=O)c1cc2ccccc2oc1=O	6%	?	i	-4%	-4%	5%	2%	nt	i
CN1CCSc2ccc(C(=O)Nc3cc(F)ccc3F)cc21	?	?	i	-10%	19%	-1%	45%[activator]	6%	-33%[inhibitor]
CSc1ccc(C(=S)N2CCN(C)CC2)cc1	6%	-11%	i	0%	17%	-5%	0%	1%	i
COc1ccc(Cn2c(CCC(=O)N3CCN(c4ccccn4)CC3)nc3ncccc3c2=O)cc1	0%	-17%	i	-2%	-4%	-6%	-9%	18%	-8%[57.5 µM]
Cn1c(Sc2ccccc2Cl)c(C=O)c2ccccc21	?	27%	i	-9%	7%	-12%	-13%	nt	-41%[inhibitor]
O=C(NCC(c1cccnc1)N1CCN(c2ccccc2)CC1)C1CCCCC1 (stereo not drawn)	-3%	-7%	i	-13%	4%	12%	-16%	6%	-6%[57.5 µM]
Cc1cc(N2CCN(C)CC2)nc2ccc(NC(=S)N3CCN(c4ccc(Cl)cc4)CC3)cc12	?	-26%	i	0%	-17%	0%	-3%	29%	-5%
Cc1cccc2c3c([nH]c12)CCNC3	-27%	12%	i	0%	8%	-8%	-16%	-2%	-10%
O=C(NC1CCCCCC1)C1CC(=O)N(c2ccc(Cl)cc2)C1 (stereo not drawn)	?	-12%	i	0%	7%	7%	-7%	10%	i
COC(=O)[C@H]1C[C@H](OC(=O)NCc2ccccc2)[C@@]2(O)CN(S(=O)(=O)c3ccc(C)cc3)CC2[C@H]1C(=O)OC (stereo partly drawn)	3%	0%	i	nt	-7%	8%	-4%	14%	-10%
CCCCCCCN1C2=NCCN2c2ccccc21	5.6µM*	1%	i	-2%	-1%	0%	?	-25%	i
O=C1CN(S(=O)(=O)c2ccccc2C(F)(F)F)CCN1	-4%	0%	i	-16%	-7%	-6%	7%	-16%	-10%
Cc1ccc(N2CCN(S(=O)(=O)N(C)C)CC2)cc1C	18%	0%	i	-1%	0%	11%	-4%	-7%	i
CS(=O)(=O)Nc1ccc(N2CCCCC2)c(Cl)c1	8%	3%	i	1%	18%	2%	0%	6%	-12%
O=c1c2sc3ccccc3c2n(Cc2cccc(C(F)(F)F)c2)c(=O)n1Cc1ccccc1	-3%	14%	nt	nt	-3%	nt	-1%	-9%	i
O=C(OCCOc1ccccc1Cl)c1ccc(-n2cnnn2)cc1	0%	?	i	-1%	23%	5%	-3%	4%	-31%[inhibitor]
CC(CCc1ccc(O)cc1)NCc1ccc(Br)cc1 (stereo not drawn)	?	-21%	i	1%	6%	-1%	?	-6%	-23%
Cn1nnnc1SC(C(=O)Nc1ccc(F)cc1)c1ccccc1 (stereo not drawn)	-23%	29%	i	-2%	12%	0%	-2%	5%	-9%
N#Cc1c(-c2ccccc2)cc(-c2ccccc2)nc1SCC(=O)O	-7%	0%	i	1%	2%	4%	1%	-16%	i
Cc1ccc(N(CC(=O)N2CCN(c3ccc(Cl)cc3)CC2)S(=O)(=O)c2c(C)noc2C)cc1	6%	26%	nt	nt	?	nt	4%	7%	-11%
O=C(Nc1ccc(Br)cn1)C1CCCN1S(=O)(=O)c1ccccc1 (stereo not drawn)	-4%	12%	i	-2%	29%	1%	3%	-19%	-30%[57.5 µM]

With a hit mark in pAkt inh, of those listed so far:
| canonical_smiles | pAkt inh | MmCpn inh | PTHR1 agonist |
| --- | --- | --- | --- |
| O=C(O)c1cccc(-n2cccc2/C=N/O)c1 | -109%* | 0% | i |

Next results:
SMILES	GLP-1R inv ag	TDP43 rescue	pAkt inh	MmCpn inh	Abeta yeast res	aSyn yeast inh	HEK293 tox	FUS yeast rescue	PTHR1 agonist
CC1(C)CC(=O)c2c(oc3cc(O)c(O)cc23)C1	28%	14%	i	0%	11%	8%	-12%	8%	-8%[57.5 µM]
CCN(C(=O)Nc1cccc(Cl)c1)c1ccccc1	?	?	i	0%	-3%	0%	6%	4%	-13%
Cc1ccc(OCC(=O)N/N=C\c2ccc(C)o2)c(C)c1	4%	?	i	2%	11%	-1%	7%	6%	i
COc1cccc(-n2nc(C(=O)NCC3CCCO3)c3ccccc3c2=O)c1 (stereo not drawn)	26%	19%	i	0%	-8%	6%	-3%	0%	i
Cc1ccccc1OCCCC(=O)NC1CCCCC1	?	?	i	-3%	33%	16%	-1%	-4%	-4%
NC(=O)C1CCN(CC(=O)Nc2cc(Cl)ccc2Oc2ccccc2)CC1	-13%	-11%	i	0%	-4%	7%	-19%	3%	-17%
O=C(Nc1ccc(Cl)c(S(=O)(=O)N2CCOCC2)c1)[C@@H]1CCCN1C(=O)c1cccs1	1%	-16%	i	0%	-5%	0%	9%	nt	i
CC(NC(=O)c1c(O)c2ccccc2[nH]c1=O)c1ccccc1 (stereo not drawn)	25%	-25%	i	1%	15%	1%	1%	-1%	i
COc1ccc(C2C3=C(CC(C)(C)CC3=O)Oc3ncn4nc(-c5cccnc5)nc4c32)cc1 (stereo not drawn)	32%	-14%	i	nt	1%	-12%	2%	1%	i
Nn1c(Cc2cccc3ccccc23)nnc1SCC(=O)NC1CCS(=O)(=O)C1 (stereo not drawn)	16%	9%	i	0%	2%	-6%	14%	3%	-21%[57.5 µM]
